a7 integrin act – integrin-mediated muscular dystrophy alleviation activation | AID 624291 | Potency, µM (doses to about 38.3 µM), inactives show at the top dose activation, actives largely listed as activators | 350,000 tested, 0.064% active | alpha7betagal myoblasts, beta-gal FDG fluorescence, 48 h;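 note: potency is the fitted concentration of half-maximal effect; 100% = response of the positive control SU9516; nearly all actives have a fitted effect of over 60% in size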
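Alpha7betagal+/- myoblasts (passage 13) were plated 16-24 hr, then exposed to compounds (1:260 dilution of DMSO stock) for 48 hours at 37C. After MPER lysis, β-galactosidase reporter activity was read as FDG fluorescence (ex 480/em 540) after 30 minutes.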
ELG1 repair inh – ELG1-dependent DNA repair inhibition | HEK293T ELG1-luciferase reporter, luminescence, 16 h; DNA damage induced by 5-fluorouridine | Potency, µM (titrated, usually from 46.1 µM), without a hit: at the top dose activity change, negative = inhibition, usual class: inhibitors | 330,000 tested, 2.3% active; note: potency is the fitted concentration of half-maximal effect; % is set by controls: 0 for no effect and ±100 for the full control effect; nearly all actives have a fitted effect of over 55% in size
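Overnight (16 hr) co-exposure of 2,000 cells/well to 5-fluorouridine and compound at 37 °C preceded detection. Luciferase was quantified via ONE-Glo luminescence; loss of signal denotes inhibition.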
PTAP TSG101 blk – blocks PTAP/TSG101 interaction to inhibit HIV-1 budding; Q99816; Fluorescence polarization, FITC-PTAP peptide / Tsg101 binding; Potency, µM (doses to about 115 µM), inactives show at the top dose activity change, negative = inhibition, most hits filed as inhibitors; 340,000 tested, under 10 active; active = well fitted inhibition curve with a large enough effect in the main read-out, with a control signal flat, not every such curve was filed as active; inconclusive = small, poorly fitted or top-dose-only effect, or effect the other way, or a change in a side signal; inactive = no such curve, though single readings can be large or run the other way; note: potency is the fitted concentration of half-maximal effect; % of control where 0% means no effect
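Tsg101 binding domain (10 uM final) was mixed with compound and a FITC-labeled PTAP peptide (50 nM final) in HEPES pH 7.5 buffer with NaCl, Tween 20, EDTA and TCEP; fluorescence polarization was read after 20 min at r.t.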
TCR act – activators of T cell receptors; Potency, µM (top dose mostly 9.22 µM), for the others: at the highest dose activation of IL-2 secretion, hits mostly activators; AID 504894; 330,000 tested, under 10 active; primary human leukocytes, anti-CD3, IL-2 HTRF, 48 h; note: % of control where 0% means no effect
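HTRF read-out of IL-2 secretion: europium cryptate donor excited at 320nm, d2 acceptor emission at 665nm. Cells were primary human leukocytes incubated 48 hr with compounds and a-CD3 beads, supplying TCR signal only.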
TSHR antag – blocks TSH signaling through the human TSH receptor; AID 504810; TSHR-expressing cells, TSH-stimulated cAMP HTRF, 2 h; stronger effect = lower value; 330,000 tested, 0.2% active; P16473; activity change, negative = inhibition, % at 11.5 µM;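 active = activity change below a set negative limit, meaning inhibition stronger than a set level, cut at about -70% in these data; inconclusive = activity change between two set negative limits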; note: % is set by controls: 0 for no effect and ±100 for the full control effect
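TSHR-expressing cells, 200/well, pre-treated with compound, then stimulated with EC80 TSH (4nM final) for 2 hours at 37 deg C. cAMP measured by competitive HTRF: anti-cAMP cryptate antibody in lysis buffer plus cAMP-d2, read after 30 minutes at room temperature.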
S-ASM inh – inhibitors of human secretory acid sphingomyelinase; placental ASM, HMU-PC fluorogenic substrate, 60 min; Potency, µM (series often up to 57.5 µM), for inactives: at the highest dose activity change, negative = inhibition, usual class: inhibitors; 340,000 tested, 0.006% active; AID 504937; note: potency is the fitted concentration of half-maximal effect
Target sequence (P17405 47-631 limits assumed): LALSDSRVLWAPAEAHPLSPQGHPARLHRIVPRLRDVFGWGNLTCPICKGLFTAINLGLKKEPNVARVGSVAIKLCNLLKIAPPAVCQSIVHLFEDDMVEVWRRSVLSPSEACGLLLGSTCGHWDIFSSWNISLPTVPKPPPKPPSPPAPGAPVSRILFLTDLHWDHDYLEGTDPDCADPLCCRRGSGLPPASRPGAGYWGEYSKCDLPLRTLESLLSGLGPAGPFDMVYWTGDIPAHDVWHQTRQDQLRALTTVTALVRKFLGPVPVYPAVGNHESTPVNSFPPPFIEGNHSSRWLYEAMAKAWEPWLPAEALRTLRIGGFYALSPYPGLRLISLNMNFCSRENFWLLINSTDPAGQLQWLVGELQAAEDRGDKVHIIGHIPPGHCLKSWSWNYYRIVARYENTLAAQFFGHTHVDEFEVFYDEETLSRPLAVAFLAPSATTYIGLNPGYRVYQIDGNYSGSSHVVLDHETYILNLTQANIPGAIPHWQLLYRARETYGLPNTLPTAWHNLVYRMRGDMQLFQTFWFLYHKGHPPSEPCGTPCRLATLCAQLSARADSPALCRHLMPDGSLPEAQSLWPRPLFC
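Human placenta-derived ASM preincubated with compound 10 min at room temperature, then reacted with 9 uM (final) fluorogenic HMU-PC substrate for 60 min at 37 C. Stop solution raises pH to 10; fluorescence read at Ex 386/Em 447 nm.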
Tb PFK block – blocks T. brucei phosphofructokinase; O15648; T. brucei PFK, ADP-Glo luminescence; Potency, µM (highest dose often 57.5 µM), without a hit: at the highest dose activity, negative = inhibition, actives largely listed as inhibitors; 330,000 tested, 0.17% active;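 note: potency is the fitted concentration of half-maximal effect; 0% = uninhibited 1x PFK enzyme wells and -100% = no-enzyme wells; nearly all actives have a fitted effect of over 60% in size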
Target sequence (O15648 whole entry, looked up): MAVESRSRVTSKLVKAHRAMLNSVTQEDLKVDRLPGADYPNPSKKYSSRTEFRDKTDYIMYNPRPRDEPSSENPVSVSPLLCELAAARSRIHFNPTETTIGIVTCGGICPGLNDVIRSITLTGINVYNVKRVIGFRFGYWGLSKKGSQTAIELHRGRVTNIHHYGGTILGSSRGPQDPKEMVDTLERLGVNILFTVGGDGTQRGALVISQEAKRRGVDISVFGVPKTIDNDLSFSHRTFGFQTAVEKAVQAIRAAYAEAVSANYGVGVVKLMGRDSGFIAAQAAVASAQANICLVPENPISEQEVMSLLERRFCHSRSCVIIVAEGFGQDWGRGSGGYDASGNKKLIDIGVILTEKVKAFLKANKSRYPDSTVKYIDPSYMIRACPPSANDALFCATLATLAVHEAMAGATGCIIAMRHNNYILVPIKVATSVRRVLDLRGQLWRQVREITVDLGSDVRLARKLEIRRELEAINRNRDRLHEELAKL
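1.25 nM PFK with 0.5 mM F6P and 0.1 mM ATP in 0.1 M TEA pH 8.0, 5 mM MgCl2, incubated 45 min at room temperature; ADP measured by ADP-Glo luminescence; compounds titrated up to 57 uM.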
BCR signal inh – blocks chronic active B-cell receptor signaling; 340,000 tested, 0.05% active; ABC-DLBCL IkBa-CBG/CBR reporter, luminescence ratio, 4 h; Potency, µM (top dose mostly 46.1 µM), without a hit: top-dose ratio change, negative = lower green/red ratio, actives largely listed as inhibitors; AID 493014; active = well fitted inhibition curve with a large enough effect in the signal ratio, with a control signal flat, not every such curve was filed as active; inconclusive = small, poorly fitted or top-dose-only effect, or effect the other way, or a change in a side signal; the % refers to the signal ratio;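 note: potency is the fitted concentration of half-maximal effect; plate controls were basal doxycycline-induced cells for no effect and cells given 10 µM MG132 for full effect; MG132 reads +100%, hits lower the ratio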
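TMD8 human ABC-DLBCL cells with doxycycline-inducible IκBα–green luciferase fusion and unfused red luciferase, in 0.5% FBS medium; compounds up to 46 uM, 4 h at 37C. Green/red luminescence ratio, filter-overlap corrected, fitted to concentration-response curves.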
Eya2 inh – Eya2 (human) phosphatase inhibition; O00167; recombinant Eya2, OMFP fluorescence dephosphorylation (OMFP is methylfluorescein phosphate); Potency, µM (series often up to 76.9 µM), for inactives: at the top dose activity, negative = inhibition, actives largely listed as inhibitors; 330,000 tested, 0.006% active; note: potency is the fitted concentration of half-maximal effect; % is set by controls: 0 for no effect and ±100 for the full control effect
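Eya2 (0.2 uM) preincubated 10 min at ambient with compound, then OMFP substrate added at 50 uM; 10 min reaction in 50 mM HEPES pH 7.5, 50 mM NaCl, 5 uM MgCl2, 0.05% BSA, 1 mM DTT. Fluorescence read at Ex 485/Em 525 nm.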
Mito fusion act – mitochondrial division inhibition or fusion activation; S. cerevisiae fusion-defective mutant growth rescue, CellTiterGlo 48 h; AID 485298; 320,000 tested, 0.23% active; Potency, µM (series often up to 46.1 µM), without a hit: at the highest dose growth rescue (activation), actives largely listed as activators;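 note: potency is the fitted concentration of half-maximal effect; % of control where 0% means no effect; nearly all actives have a fitted effect of over 45% in size; temperature-sensitive fusion mutants such as fzo1-1 at 37 °C on non-fermentable ethanol glycerol medium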
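Growth-rescue viability read-out: after 48 h at the non-permissive 37C in glycerol/ethanol YPEG, yeast mitochondrial fusion mutants are measured by CellTiterGlo luminescence; compounds (23 nl pinned per well) restoring growth score as division inhibitors or fusion activators.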
A-T KAP1 phos – potential ataxia-telangiectasia treatments restoring KAP-1 phosphorylation | […] A-T fibroblasts, KAP-1 phosphorylation AlphaLISA; neocarzinostatin DNA damage 30 min before lysis | Potency, µM (titrated, usually from 57.5 µM), for the others: at the highest dose activation, usual class: activators | 320,000 tested, 0.19% active; note: potency is the fitted concentration of half-maximal effect; % of control where 0% means no effect; nearly all actives have a fitted effect of over 45% in size
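ATM-like activity read as KAP-1 phosphorylation via AlphaLISA donor/acceptor antibody pairs after lysis and 6 hr at 25C. Cells were ATM-null patient fibroblasts ([…], hTERT), dosed 60 min, then exposed to the DSB inducer NCS for 30 min.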
Active calls of the source: *; ? = inconclusive; . = not tested or not shown; [ ] = another dose, or the depositor's remark. Unless noted, calls come from the whole dose curve; as a rule, active = well fitted curve in the direction sought with a large enough effect; inconclusive = small, poorly fitted or top-dose-only effect, or another doubt; inactive = no such curve, though single readings can be large; an effect the other way counts as inactive or inconclusive.

Values run as follows: a7 integrin act, ELG1 repair inh, PTAP TSG101 blk, TCR act, TSHR antag, S-ASM inh, Tb PFK block, BCR signal inh, Eya2 inh, Mito fusion act, A-T KAP1 phos
(1) CN(C)C(=O)CN1CCN(c2nc3nonc3nc2N2CCCCC2)CC1
 : 9%, -12%, -4%, 10%, 7, 0%, 2%, 2%, -3%, -3%, -3%
(2) Cc1cc2oc(=O)cc(-c3ccccc3)c2c(C)c1-c1ccc(C#N)cc1
 : 17%, -15%, -4%, -2%[46.1 µM], -28, -1%, -1%, -3%, -6%, ., -38%[inhibitor]
(3) COc1ccc(-c2cc(C(=O)N3CCN(c4ccccc4)CC3)c3ccccc3n2)cc1OC
 : -16%, 16µM*, 0%, -3%, 0, 0%, 2%, ?, -5%, 6%, 0%
(4) CN(C(=O)c1ccc(C#N)cc1)c1nnc(-c2cnccn2)s1
 : 26%, -4%, -2%, 6%, 25, 0%, -3%, 2%, ?, -2%, -3%
(5) COc1cc(NS(=O)(=O)c2ccc(Br)cc2)c(OC)cc1NC(=O)c1ccco1
 : 9%, ?, 0%, 6%, -14, -7%, 3%, ?, -25%, 17%, .
(6) Cc1ccc(CN2CCN(/N=C/c3cc(Br)cc(Br)c3O)CC2)cc1
 : -8%, 7%, -4%, 3%[46.1 µM], 11, -8%, 4%, 7%, -10%, 16%, 4%
(7) CCOc1ccccc1NC(=O)NCCN1CCCCC1
 : 6%, 23%, -2%, ., -3, -1%, -6%, 2%, 0%, -10%, 3%
(8) CSc1nnc(C)c(=O)n1COC(=O)COc1ccccc1F
 : -11%, 2%, 2%, -9%, -2, 3%, -3%, 7%, -2%, -5%, -2%
(9) Cc1ccc(CSCC(=O)Nc2cc(S(=O)(=O)N3CCOCC3)ccc2OC(C)C)cc1
 : -9%, -27%, -4%, 2%, -9, -6%, 1%, 5%, -15%, 10%, -4%
(10) CCOC(=O)C1=C(C)NC(=S)NC1c1cccs1 (stereo not given)
 : -10%, 4%, -1%, -4%[46.1 µM], 12, 6%, -1%, -3%, 3%, 3%, -4%
(11) CCOC(=O)/C=C1\CC(=O)Nc2cc(C)c(C)cc2N1
 : 12%, ., 0%, 3%, ., 7%, ., ., ., -1%, .
(12) COC(=O)CN(c1ccccc1[N+](=O)[O-])S(=O)(=O)c1ccccc1
 : 0%, 19%, 0%, 2%, -1, -3%, 0%, -2%, -5%, -4%, -6%
(13) COc1ccc(CCNC(=O)C(=O)NCC2OCCN2S(=O)(=O)c2cccs2)cc1 (stereo not given)
 : ?, -14%, -2%, 1%, -4, 3%, -1%, 4%, -7%, -1%, 6%
(14) CCC(C)NC(=O)C1c2cc(OC)c(OC)cc2C(=O)N(C)C1c1ccc(OC)cc1 (stereo not given)
 : 8%, -3%, -8%, -1%[46.1 µM], 3, -1%, -4%, ?, 2%, -3%, 3%
(15) c1ccc2c(c1)nc(N1CCOCC1)c1nncn12
 : 6%, 11%, -5%, -7%, 2, 1%, 0%, 1%, -4%, 0%, 5%
(16) O=S1(=O)N=C2CCCN2C(c2ccc(F)cc2)N1 (stereo not given)
 : -6%, -1%, -6%, 1%, 9, 0%, -4%, -1%, 24%[15.4 µM], 4%, 9%
(17) COc1ccccc1C(C#N)N1N=C(C)CC1c1ccccc1 (stereo not given)
 : -8%, 0%, -5%, 8%, 11, 0%, 0%, -5%, -3%, 0%, 0%
(18) Cc1ccc(C)c(S(=O)(=O)N2CCCOC2CNC(=O)C(=O)NCCCN2CCOCC2)c1 (stereo not given)
 : -26%, 2%, 1%, 1%, 24, 4%, -21%, 8%, -8%, 1%, 10%
(19) O=S(=O)(c1ccc(SCCOc2ccccc2Cl)nc1)N1CCCC1
 : 6%, 27%, -1%, 0%, -20, -3%, -5%, 10%, -10%, 8%, 8%
(20) CCOC(=O)CSc1nc2sc(C)c(C)c2c(=O)n1N
 : -4%, 6%, -1%, -7%[46.1 µM], -4, -1%, -1%, -1%, -5%, 4%, 5%
(21) CCCN1C(=O)S/C(=C/c2ccc(N3CCOCC3)o2)C1=O
 : -7%, ?, ?, -3%, 14, -12%, ?, -1%, 2%, -14%, -19%
(22) CCC1CCCCN1S(=O)(=O)c1ccc(NC(=O)c2nc(S(C)(=O)=O)ncc2Cl)cc1 (stereo not given)
 : -74%[inhibitor], ?, 3%, 2%, -84*, -2%, -27%, ?, 3%, -27%, 1%
(23) Fc1ccccc1-c1nnc2n1N=C(c1ccc(OC(F)F)c(OCC3CC3)c1)CS2
 : ., ?, 1%, 5%, -9, -2%, 0%, 0%, -40%, ., 7%
(24) Cc1cc(C)c(C(=O)COC(=O)C2CCN(c3ccc(C(F)(F)F)cn3)CC2)c(C)c1
 : 41%, 23%, 1%, 1%, -11, -4%, -8%, 5%, 4%, 2%, 7%
(25) COc1ccc(OCCC(=O)OCC(=O)NCc2ccccc2)cc1
 : 20%, ?, 0%, -10%[46.1 µM], 5, 0%, -7%, -13%, -1%, -1%, 4%
(26) CCCc1nnc(NC(=O)CCC(=O)NCc2ccccc2Cl)s1
 : -32%, ?, 4%, -2%, 11, 2%, 1%, 4%, 2%, -5%, 24%
(27) COc1cc(C)ccc1OCCOCCOc1cc(C)c(C)cc1Br
 : -21%, ?, -4%, 7%[46.1 µM], -1, 3%, -1%, 8%, -8%, -1%, 13%
(28) Cc1noc(C)c1S(=O)(=O)NCc1cccc(Cl)c1
 : -8%, 7%, 0%, -1%, 6, -1%, 16%, 8%, 3%, 15%, 12%
(29) COc1ccc(COC(=O)CNC(=O)C2CCCCC2)cc1F
 : -3%, 0%, -1%, -4%, -2, -4%, 5%, 5%, -16%, ., -1%
(30) COC(=O)c1ccc(CSc2nc3ccc(Cl)cc3[nH]2)o1
 : -37%, 0%, -4%, -14%, -17, -4%, -6%, 15%, -3%, 7%, 3%
(31) Cn1cc(SCC(=O)Nc2nc3ccccc3s2)c2ccccc21
 : 13%, 8%, -1%, -5%, -19, -13%, 0%, 15%, -11%, 28%, 6%
(32) CCCCC(NC(C)=O)c1nc2ccccc2n1CCC (stereo not given)
 : 13%, -27%, -4%, 3%[46.1 µM], -7, 3%, -1%, ?, -7%, -2%, -2%
(33) COc1ccc(/C(C)=N/NC(=S)Nc2cc(C)ccc2C)cc1
 : 6%, -17%, -4%, 4%, -1, -3%, 0%, ?, 25%, 0%, 4%
(34) Cc1csc(NC(=O)CSc2nnc(NC(=O)NC(C)(C)C)s2)n1
 : -14%, ?, 0%, -2%, -1, -7%, ?, -1%, -31%, 1%, -5%

Some of these compounds in order of count of non-hydrogen atoms, high to low.
Values run as follows: a7 integrin act, ELG1 repair inh, PTAP TSG101 blk, TCR act, TSHR antag, S-ASM inh, Tb PFK block, BCR signal inh, Eya2 inh, Mito fusion act, A-T KAP1 phos
(31) Cn1cc(SCC(=O)Nc2nc3ccccc3s2)c2ccccc21
 : 13%, 8%, -1%, -5%, -19, -13%, 0%, 15%, -11%, 28%, 6%
(29) COc1ccc(COC(=O)CNC(=O)C2CCCCC2)cc1F
 : -3%, 0%, -1%, -4%, -2, -4%, 5%, 5%, -16%, ., -1%
(32) CCCCC(NC(C)=O)c1nc2ccccc2n1CCC (stereo not given)
 : 13%, -27%, -4%, 3%[46.1 µM], -7, 3%, -1%, ?, -7%, -2%, -2%
(28) Cc1noc(C)c1S(=O)(=O)NCc1cccc(Cl)c1
 : -8%, 7%, 0%, -1%, 6, -1%, 16%, 8%, 3%, 15%, 12%

Assay outcomes as filed in PubChem BioAssay.
